Source: PubChem BioAssay
TIM10 inh = growth inhibitors of TIM10 yeast strain; S. cerevisiae TIM10 strain growth, BacTiter-Glo luminescence, 24 h; inhibition, % at 10 µM; actives 1.4% (n = 330,000); AID 463195;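 active = inhibition of 40% or more at the single tested concentration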;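 note: wild-type TIM10 isogenic control strain grown at permissive 25 °C; 0% = DMSO yeast wells and 100% = minimal medium wells without yeast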
UPR XBP1 act = adaptive UPR (XBP1) activation. CHO-XBP1 luciferase reporter, IRE1-XBP1 UPR activation, luminescence; percent of tunicamycin response, DMSO as zero. activation, % at 20 µM. actives 0.33% (n = 330,000). AID 463104;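 active = versus positive control, 20 µM dose yields 30% or more activation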;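 note: 100% = tunicamycin at 10 µg/mL and 0% = DMSO only wells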
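Material: CHO cell line with stable XBP1 luciferase reporter; schedule: 16-18 h cell attachment at 37 °C, then 6 h compound exposure; signal: glow luminescence from Steady-Glo reagent; medium: serum-containing F12 medium, 10% FBS; benchmarks: tunicamycin 10 µg/mL and vehicle-only wells; read-out: percent activation relative to tunicamycin reference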
APJ ag = activates the human apelin receptor APJ. P35414. CHO-K1 APJ PathHunter beta-arrestin, luminescence; 0% DMSO wells, 100% apelin. activation, % at 20 µM. actives 0.11% (n = 330,000);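 active = activation more than six SD over the plate average, tested at 20 µM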;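 note: 0% = DMSO alone and 100% = apelin-13 at 10 nM; some results filed as inactive read as strong as hits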
Target sequence (P35414 whole entry, looked up): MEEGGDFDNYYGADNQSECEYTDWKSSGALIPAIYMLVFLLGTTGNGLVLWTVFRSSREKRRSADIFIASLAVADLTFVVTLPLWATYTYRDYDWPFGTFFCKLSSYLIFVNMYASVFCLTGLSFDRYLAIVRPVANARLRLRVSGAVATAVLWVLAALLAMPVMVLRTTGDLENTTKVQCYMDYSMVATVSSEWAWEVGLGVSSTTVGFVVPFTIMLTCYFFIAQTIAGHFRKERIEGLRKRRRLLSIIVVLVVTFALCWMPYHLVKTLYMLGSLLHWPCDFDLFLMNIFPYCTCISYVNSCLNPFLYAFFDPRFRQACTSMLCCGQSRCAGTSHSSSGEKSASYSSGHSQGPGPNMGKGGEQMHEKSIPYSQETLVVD
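Material: engineered CHO-K1 APJ arrestin reporter cells; amount: 1000 CHO-K1 reporter cells seeded per well; incubation: compound stimulation 90 min at 25 °C, detection 60 min; signal: luminescent beta-gal fragment complementation, chemiluminescent substrate; read-out basis: APJ agonist activity; controls: DMSO-only wells as negative, 10 nM Apelin-13 as positive control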
CHOP UPR activ = apoptotic UPR (CHOP) activation; CHO-CHOP luciferase reporter, luminescence; percent of tunicamycin response over DMSO baseline; activation, % at 10 µM; actives 0.34% (n = 330,000); AID 449763;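 active = at 10 µM dose, activation of 40% or more, normalized to positive control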;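 note: 100% = tunicamycin at 10 µg/mL and 0% = DMSO alone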
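Dosing – one dose, 10 µM in 0.5% DMSO · System – CHO-CHOP cells, stable luciferase reporter of PERK-eIF2a-CHOP signalling · Input – 500 cells/well · Control set – tunicamycin 10 µg/mL final as positive, DMSO-only wells as negative · Timing – 6 h compound treatment, 37 °C · Measure – % activation vs tunicamycin · Technique – luminescence read with Steady-Glo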
APJ antag = antagonists of human APJ apelin receptor | P35414 | CHO-K1 APJ beta-arrestin complementation, luminescence | inhibition, % at 20 µM | actives 0.32% (n = 330,000) | AID 2521;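 active = inhibition above about 40% at 20 µM, limit read from the data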;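 note: cells challenged with 10 nM apelin-13 agonist together with compound; plate controls were apelin-13 plus DMSO wells for no effect and DMSO wells lacking apelin-13 for full effect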
tim23-1 inh = growth inhibitors of tim23-1 mutant yeast | S. cerevisiae tim23-1 growth, BacTiter-Glo luminescence, 24 h | inhibition, % at 20 µM | actives 1.3% (n = 330,000) | AID 463212;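 active = growth inhibition of the mutant yeast at or above 50%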;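 note: temperature-sensitive mutant grown at 25 °C; plate controls were DMSO-treated mutant yeast for no effect and medium wells lacking yeast for full effect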
Mdm2 MdmX PPI = disrupts the human Mdm2-MdmX interaction. O15151+Q00987. SaOS-2 split-luciferase Mdm2/MdmX complementation, luminescence. inhibition, % at 8 µM. actives 3% (n = 330,000). AID 485346;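 active = inhibition of at least 50% at 8 µM in the primary screen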
tim10-1 inh = inhibits growth of tim10-1 mutant yeast; S. cerevisiae tim10-1 ts strain growth, BacTiter-Glo, 24 h; inhibition, % at 20 µM; actives 2.2% (n = 330,000); AID 463190;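 active = inhibition of at least 40%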;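 note: mutant grown at 25 °C; 0% = DMSO wells with yeast and 100% = wells holding no yeast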
CXCR6 inh = CXCR6 (human) receptor inhibition; O00574; CHO-K1 PathHunter CXCR6 beta-arrestin, luminescence; inhibition, % at 20 µM; actives 0.36% (n = 360,000); AID 602244; in the data active = inhibition above about 34%, passing the limit was not always enough;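 note: antagonist mode with CXCL16 agonist at 10 nM final; 0% = 10 nM CXCL16 with DMSO and 100% = unstimulated wells without agonist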
Target sequence (O00574 whole entry, looked up): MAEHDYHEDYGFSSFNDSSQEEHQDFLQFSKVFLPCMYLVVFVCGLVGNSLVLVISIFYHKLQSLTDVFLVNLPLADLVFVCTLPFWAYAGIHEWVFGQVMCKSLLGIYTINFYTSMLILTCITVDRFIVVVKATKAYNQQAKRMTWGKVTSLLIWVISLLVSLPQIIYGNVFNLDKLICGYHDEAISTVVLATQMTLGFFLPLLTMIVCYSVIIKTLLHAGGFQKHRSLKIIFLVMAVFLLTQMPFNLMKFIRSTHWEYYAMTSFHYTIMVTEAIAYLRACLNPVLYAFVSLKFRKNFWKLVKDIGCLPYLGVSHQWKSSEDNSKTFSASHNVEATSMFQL
Active calls of the source: *; / = not tested or not shown.

SMILES	TIM10 inh	UPR XBP1 act	APJ ag	CHOP UPR activ	APJ antag	tim23-1 inh	Mdm2 MdmX PPI	tim10-1 inh	CXCR6 inh
COc1ccc(OCc2cc(C(=O)NCCN3CCCC(O)C3)no2)c(Cl)c1 (configuration not stated)	1	-2	13	1.9	-8	-2	2	-15	-4
Cc1ccc(NC(=O)Cn2c(C)cc(C)c(C#N)c2=O)c(Cl)c1	2	-2	-1	-1.0	22	21	1	-14	14
C=CCn1cccc(C(=O)Nc2ccc(OC)c(Cl)c2)c1=O	-1	6	-3	1.1	-1	34	7	-2	0
Cc1ccc2c(N)c(C(=O)N(c3ccccc3)c3ccccc3)sc2n1	26	0	-3	-3.5	-8	13	13	44*	5
COc1cccc(-n2cc(CN(C)Cc3nc(Cc4cccc(F)c4)no3)cn2)c1	10	-1	-1	-2.5	-12	6	35	18	-1
COc1ccccc1N1CCN(CC(=O)Nc2cccc(F)c2)CC1	5	0	-1	2.3	-11	7	24	5	0
COc1ccccc1NC(=O)Nc1nc(CC(=O)NCc2ccc(F)cc2)cs1	-1	-3	-1	2.1	-7	0	10	-5	-3
Cn1c(=O)cc(OCC(=O)NCc2cccs2)c2ccccc21	-13	4	2	2.3	9	5	16	9	-5
Cc1ccc(-c2nnn(CC(=O)N(c3ccccc3)C(C(=O)NCC3CCCO3)c3cccs3)n2)o1 (configuration not stated)	11	-2	-2	0.1	2	-2	2	-1	8
COc1ccccc1NC(=O)C(Cc1ccc(Cl)cc1)c1nn[nH]n1 (configuration not stated)	-2	1	-1	-1.5	-4	5	10	1	-11
O=C(COC(=O)/C=C/c1ccc2c(c1)OCO2)Nc1ccccc1	-2	-2	-1	0.6	7	0	-22	-14	1
NC(=O)C1CCCN(C(=O)c2ccc(NC(=O)c3cccs3)cc2)C1 (configuration not stated)	4	1	-2	-0.2	-10	5	-8	-4	-3
Cc1ccc(C(=O)NNC(=O)c2ccco2)cc1	2	2	-3	2.2	18	-5	-16	4	-2
COc1cccc(Nc2ncc(C(=O)O)c3ccccc23)c1	-5	-3	-3	0.1	16	-4	-7	6	10
CCS(=O)(=O)c1ccc2oc(Nc3ccc(C(C)C)cc3)nc2c1	34	3	-1	2.9	12	38	-15	35	8
Cc1ccccc1NC(=O)c1cc2c(C)nc3ccccc3c2o1	26	2	-2	-2.4	22	13	7	25	-2
CCc1cc2c(C)ccc(C)c2nc1SCC(=O)Nc1cc(C)on1	6	5	-2	0.6	24	-1	37	-9	2
CCOc1ccc(S(=O)(=O)N2CCCC(C(=O)NCc3ccncc3)C2)cc1Cl (configuration not stated)	-7	-5	1	-0.2	-9	9	15	9	7
COc1cc(/C=C2\SC(=S)N(NC(=O)c3cccc(O)c3)C2=O)ccc1O	7	4	-8	1.6	41*	20	-3	23	42*
COc1ccc(S(=O)(=O)n2cnc3ccccc32)cc1OC	-4	-2	-3	0.7	13	9	8	7	-4
CCOc1ccc(NC(=O)c2ccc(NCC(=O)N3CCCCCC3)cc2)cc1	7	1	-2	4.3	-5	8	-3	-17	2
Cc1ccc(C(=O)NCC(=O)OCC(=O)N2CCCc3ccccc32)cc1	-3	-4	-4	-0.3	4	14	7	8	0
CC(NC(=O)c1cc2c(cc1Cl)N1CCCCCC1=NS2(=O)=O)c1ccc(S(N)(=O)=O)cc1 (configuration not stated)	-13	0	1	-0.7	7	-5	10	-17	-1
COC(=O)c1ccc(C(=O)OC)c(NC(=S)N2CCN(C(=O)C3CCCO3)CC2)c1 (configuration not stated)	-7	-4	-5	-0.3	-12	1	20	-2	-1
O=C(CCS(=O)(=O)Cc1ccc(Cl)cc1)NCCCN1CCOCC1	-2	1	-6	1.6	-19	-3	-30	15	6

Given bar-delimited: part of the list above
molecule | TIM10 inh | UPR XBP1 act | APJ ag | CHOP UPR activ | APJ antag | tim23-1 inh | Mdm2 MdmX PPI | tim10-1 inh | CXCR6 inh
COc1ccccc1NC(=O)Nc1nc(CC(=O)NCc2ccc(F)cc2)cs1 | -1 | -3 | -1 | 2.1 | -7 | 0 | 10 | -5 | -3
Cn1c(=O)cc(OCC(=O)NCc2cccs2)c2ccccc21 | -13 | 4 | 2 | 2.3 | 9 | 5 | 16 | 9 | -5

Going on with the list:
SMILES	TIM10 inh	UPR XBP1 act	APJ ag	CHOP UPR activ	APJ antag	tim23-1 inh	Mdm2 MdmX PPI	tim10-1 inh	CXCR6 inh
CC(/C=N/Nc1ncc(C)c(=O)[nH]1)=C\c1ccccc1	14	0	-3	-0.3	-2	6	-22	41*	1
Cc1cc(NC(=O)c2ccc(Cl)c(S(=O)(=O)N3CCCCC3)c2)no1	7	-5	-3	11	-14	14	44	11	2
COCCN1C(=O)c2ccc(C(=O)O)cc2C1=O	4	2	0	-1.4	1	1	-2	-4	-7
O=C(NC(=S)Nc1nc(-c2ccccc2)cs1)c1cccnc1	6	-3	-3	-1.6	19	-4	17	21	2
Cc1ccc(OCc2cc(C(=O)NC(C)Cc3cnccn3)no2)cc1C (configuration not stated)	-3	-6	2	-0.6	11	13	26	6	-5
Cc1cc2c(c(=O)n1CC1CCCO1)C(c1ccc3c(c1)OCO3)C(C#N)=C(N)O2 (configuration not stated)	2	-1	-3	-3.0	7	6	11	7	2
CCCN(CCC)c1ccc(CC(=O)NC(C)Cc2ccccc2)cc1 (configuration not stated)	-13	-4	-1	0.1	0	24	16	6	6
C=CCN(C(=O)Nc1ccc(Cl)cc1)C1CC(=O)N(c2ccc(OC)cc2)C1=O (configuration not stated)	20	5	-2	-0.2	-3	27	14	16	1
CCc1ccccc1NC(=O)C1CCN(C(=O)c2ccc([N+](=O)[O-])cc2)CC1	7	-1	0	1.4	11	5	2	4	-8
Fc1cc(F)cc(NC(=S)Nc2ccccc2N2CCOCC2)c1	23	-2	-4	-2.2	24	48	7	33	-1
CC(=O)NC1=NC(=O)/C(=C/N2CCOCC2)S1	-3	-5	-3	-2.0	21	-5	12	-14	-5
COc1ccc(Cc2nnc(SCC(=O)Nc3ccccc3C#N)o2)cc1	-10	-5	1	-1.2	25	8	-20	8	5
COC(=O)c1[nH]c2ccccc2c1NC(=O)c1c(F)cccc1F	27	-1	-6	-0.1	17	19	19	19	1
COCCNC(=O)[C@@H]1CCCN1S(=O)(=O)c1cccc2cccnc12	-2	1	2	-1.5	-5	-3	33	-4	7
CSCCC(NC(=O)COc1ccccc1)C(=O)N1CCN(c2ccccc2O)CC1 (configuration not stated)	0	-3	4	0.7	-2	-5	22	-7	-2
CCN(CC)S(=O)(=O)c1ccc(N(C)CCc2ccc(OC)c(OC)c2)nc1	6	-1	-3	0.5	8	16	14	22	1
O=C(NCc1ccccc1)c1ccccc1NC(=O)C1CCCCC1	14	-5	-4	-1.6	-24	24	-3	28	5
Cc1ccc2c(=O)c(C(=O)c3ccc(F)cc3)cn(CC(=O)NCc3ccco3)c2n1	13	-3	6	0.1	-11	19	14	12	0
CCc1ccc(CNC(=O)CCc2cn(C)c3ccccc23)cc1	12	0	-3	-0.2	1	19	-12	19	1
Cc1ccc(CNC(=S)Nc2cc(C(=O)O)ccc2C)cc1	16	0	-1	0.2	8	9	12	5	0
CCS(=O)(=O)c1nc(S(=O)(=O)c2ccc(C)cc2)c(N2CC(C)CC(C)C2)s1 (configuration not stated)	24	-4	-5	0.5	14	39	16	34	9
O=C(NCc1ccc2c(c1)OCO2)c1ccc(CS(=O)Cc2cccc(Cl)c2)o1 (configuration not stated)	-8	-6	-5	1.7	23	-6	-21	0	-6
CC(NC(=O)C(=O)NCCCn1ccnc1)c1ccccc1 (configuration not stated)	-1	-2	-1	-0.2	9	-1	-27	4	5
Cc1ccc(C(=O)N/N=C\C2CC=CCC2)cc1[N+](=O)[O-] (configuration not stated)	4	0	6	-0.6	-18	-2	26	-25	-6
COC(=O)c1ccc(C2c3c(n[nH]c3C)C(=O)N2c2ccc(C)cc2)cc1 (configuration not stated)	11	-2	-4	-1.8	-9	6	74*	4	9

Next part:
SMILES	TIM10 inh	UPR XBP1 act	APJ ag	CHOP UPR activ	APJ antag	tim23-1 inh	Mdm2 MdmX PPI	tim10-1 inh	CXCR6 inh
CCOC(=O)[C@@H]1[C@H]2COc3cc(OC)ccc3[C@@H]2N2C(=O)N(c3ccc(C(F)(F)F)cc3)C(=O)[C@]12C	5	3	-4	0.3	1	4	3	-14	7
CC(C)n1nnc(-c2ccc(OCc3ccccc3F)cc2)n1	-6	-3	-2	4.1	9	17	-104	5	2
CC(C)NC(=O)N(Cc1ccccc1)Cc1cccs1	-15	-4	-5	-0.9	5	6	9	21	9
CCOC(=O)C(C)/C(C)=N/NC(=O)CCC(=O)Nc1cc(C)ccc1C (configuration not stated)	-12	-1	-3	-0.9	-6	5	15	-2	-11
COCCSc1nnc(NC(=O)CS(=O)(=O)c2ccccc2)s1	-2	0	-1	1.0	5	-8	16	-7	2
Cc1ccccc1C(C)NS(=O)(=O)c1ccc2c(c1)OCCO2 (configuration not stated)	7	1	0	-2.2	-3	25	14	16	-4
CCn1c2ccccc2c2cc(/C=N/NC(=O)c3ccncc3)ccc21	5	2	0	0.7	-13	3	34	-21	4
CC(Oc1ccc2c3c(c(=O)oc2c1)CCCC3)C(=O)NCc1ccccn1 (configuration not stated)	24	-1	-1	-0.4	17	27	11	17	-1
CC1(c2ccc(OC(F)F)cc2)NC(=O)N(CC(=O)NC2CCCCC2)C1=O (configuration not stated)	4	-2	-5	-2.2	-2	-3	-13	8	8
O=C(N/N=C/c1cccs1)C1CC(=O)N(c2ccccc2)C1 (configuration not stated)	1	0	-4	-0.1	-6	17	-11	8	0
COc1ccc2c(c1)C(=O)[C@H](O)[C@@H](c1ccc(OC)c(Br)c1)O2	4	-2	-21	1.8	58*	31	71*	21	/
CC1(c2ccc3c(c2)OCCCO3)NC(=O)N(CC(=O)NCCc2ccccc2)C1=O (configuration not stated)	-3	0	-2	1.0	-4	-4	-6	-6	-12
NC(=O)c1ccc(NC(=O)CSc2nnc(C3CCCCC3)n2N)cc1	-6	0	-2	0.0	11	-10	2	0	4
Cc1ccccc1N=Cc1c(O)n(-c2nccs2)c(=O)c2ccccc12	47*	-5	-2	3.3	-1	59*	-4	48*	2
O=C(CNC1CCCCC1)Nc1cccc(C(F)(F)F)c1	-3	0	-1	2.0	-20	12	-4	12	-6
CN1C(=O)C(C(=O)Nc2ccccc2F)c2ccccc21 (configuration not stated)	9	-4	-5	0.2	6	-3	8	11	-14
COc1cccc(-c2sc3ccc(OC)cc3c2-c2ccc(OC)cc2F)c1	1	0	-3	6.4	6	23	-40	15	3
CC(C)CC(=O)NNC(=O)C(C)C	13	1	3	-1.2	-1	5	-8	-4	-2

Just APJ ag and CXCR6 inh (two entries from above):
| canonical_smiles | APJ ag | CXCR6 inh |
| --- | --- | --- |
| CC1(c2ccc(OC(F)F)cc2)NC(=O)N(CC(=O)NC2CCCCC2)C1=O (configuration not stated) | -5 | 8 |
| O=C(N/N=C/c1cccs1)C1CC(=O)N(c2ccccc2)C1 (configuration not stated) | -4 | 0 |

The list is partial (hit frequency here may not be typical).
